S3 lipid droplet: qHTS Assay for Lipid Storage Modulators in Drosophila S3 Cells; Drosophila S3 cells, BODIPY lipid droplet fluorescence, 18-24 h; cells fed with added oleic acid; Potency in µM for hits, for the others lipid storage change, negative = inhibition, % at the top dose, mostly 46.1 µM; actives 0.64% (n = 320,000); AID 2685, 2010; active = well fitted inhibition curve with a large enough effect in the signal ratio, with a control signal flat, not every such curve was filed as active; inconclusive = small, poorly fitted or top-dose-only effect, or effect the other way, or a change in a side signal; the % refers to the signal ratio
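Drosophila S3 cells loaded with oleic acid (400 uM, as added) and compounds at several concentrations; lipid droplets imaged by 488-nm laser-scanning cytometry, 500–530 nm intensity and object ratio to cell channel. Percent activity normalized to 20 uM Triacsin C.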
S3 lipid droplet cell count max: also measured in S3 lipid droplet; calls as there; cell number change, %; measured here: cell count max response;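 cells counted by Cell Tracker Red CMTPX staining in the red channel; peak over a dose series mostly up to 46.1 µM; percent activity relative to internal control wells on each plate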
Active calls of the source: *; i = inactive; ? = inconclusive; · = not tested or not shown; [ ] = remark or other dose. % is set by controls: 0 for no effect and ±100 for the full control effect; potency is the fitted concentration of half-maximal effect.

SMILES	S3 lipid droplet	S3 lipid droplet cell count max
COc1ccc(S(=O)(=O)N2CCCCC2)cc1NC(=O)c1ccc(CS(C)(=O)=O)cc1	13.1%	-19.0
Cc1ccc(C(=O)Nc2ccc(OCc3ccccc3)cc2)s1	17.0%	26.3
O=C1CC(NNc2ccccc2)C(=O)N1c1ccc(N2CCCCC2)cc1 (centres undefined)	?	·
CCCCN1C(=O)C(O)(CC(=O)c2c(C)coc2C)c2ccccc21 (centres undefined)	?	·
CSc1nc2ccc(Br)cc2[nH]1	?	·
c1ccc2[nH]c(-c3ccncc3)nc2c1	7.6%	18.3
COc1ccc(C2/C(=C(\O)c3ccc4c(c3)OCCO4)C(=O)C(=O)N2CCCn2ccnc2)cc1 (centres undefined)	?	·
CN(C)c1ccc(/C=C2\CCC/C(=C\c3ccccc3)C2=O)cc1	?	·
O=C(Nc1c(F)cccc1F)c1ccc(-n2cncn2)nc1	-0.1%	-12.8
O=C(CNC(=O)c1ccccc1)NCc1nc2ccccc2[nH]1	?	·
Cn1cnnc1SCC(=O)Nc1ccc(Oc2ccccc2)cc1	?	·
COc1ccc2nc(NC(=O)c3ccccc3F)sc2c1	-4.7%	-19.2
CCCCn1c(N)c(N(CCOC)C(=O)CCNC(=O)c2ccc(Br)cc2)c(=O)[nH]c1=O	-0.9%	-10.6
Nc1c(C(=O)Nc2nccs2)sc2nc(-c3cccs3)cc(C(F)(F)F)c12	?	·
CCC(=O)Nc1ccc(NC(=S)NC(=O)/C=C/c2ccco2)cc1	?	·
Cc1ccc(NC(NC(=O)c2cccs2)C(Cl)(Cl)Cl)cc1 (centres undefined)	-4.7%	-19.4
CCC(C)(C)NC(=O)C(c1ccccc1)N(C(=O)c1csnn1)C1CC1 (centres undefined)	-5.2%	0.3
Cc1nnc(N2CCOCC2)c2nn(-c3cccc(Cl)c3)c(C)c12	3.7%	17.8
COC(=O)c1c(-c2ccc(C(C)(C)C)cc2)csc1NC(=O)C1C2CCC(O2)C1C(=O)O (centres undefined)	?	·
COc1cccc(C2c3[nH]c4ccccc4c3C[C@H]3C(=O)N(c4ccccc4C(=O)N4CCC(C(=O)O)CC4)C(=O)N23)c1 (some centres undefined)	2.5%	5.0
Cn1c(-c2csc(-c3ccccc3)n2)n[nH]c1=S	?	·
COC(=O)Nc1nnc(CC(=O)Nc2ccccc2C)s1	8.2%	-4.5
CC(=O)Oc1ccccc1/C=C/c1nc2ccccc2c(=O)o1	?	·
COc1ccccc1NC(=O)c1ccc(S(=O)(=O)N2CCC(C)CC2)cc1	i	-3.8
O=C(OCC(=O)C12CC3CC(CC(C3)C1)C2)c1cccnc1Cl	?	·
O=C(O)c1cccc(N/N=C/c2cccc3ccccc23)c1	?	·
CC1Oc2ccccc2N(CC(=O)NC2CC2)C1=O (centres undefined)	i	10.4
COc1ccc(S(=O)(=O)Nc2ccccc2C(=O)N2CCOCC2)cc1F	?	·
COc1ccc(OC)c(NS(=O)(=O)c2c(C(=O)N3CCCCCC3)c(C)n(C)c2C)c1	-15.2%	21.1
COc1cccc(C(=O)Nc2nc3c(c(=O)[nH]2)CCCC3)c1	i	·
CC1CN(Cc2nc3c(c(=O)n(C)c(=O)n3C)n2CC(=O)c2ccccc2)CC(C)O1 (centres undefined)	-17.9%	-21.1
CC1CCCC(NC(=O)CCNC(=O)c2ccc(Cl)cc2)C1C (centres undefined)	24.2%	·
CCOC(=O)c1c(NC(=O)COC(=O)Cn2cnc3ccccc32)sc2c1CCC(C)C2 (centres undefined)	?	·
O=C(NC1CCCC1)c1ccc(Br)s1	9.5%	-22.2
CCCCCCCCn1ccc(=N)cc1	?	·
NNC(=O)c1cc(Br)cs1	3.5%	1.9
COc1ccc(-c2nnn(CC(=O)NC3CCCc4ccccc43)n2)cc1OC (centres undefined)	?	·
CNc1ccc(/C=C2\CSc3ccccc3C2=O)cc1[N+](=O)[O-]	?	·
O=C(NC1CC1)c1ccc2c(c1)ncn2C1CCCC1	-5.6%	-0.6
O=C(OC1CCOC1=O)c1cc(S(=O)(=O)N2CCOCC2)c(Cl)cc1Cl (centres undefined)	11.9%	21.6
CCC(C)(C)n1nnnc1C(c1cccnc1)N1CCCc2ccccc21 (centres undefined)	22.8%	-15.7
O=C(Nc1cccc(NC(=O)c2cccnc2)c1)c1ccccc1	-25.4%	-9.2
CCC(C(=O)NCCN1CCOCC1)n1nc(C)n2c(cc3sccc32)c1=O (centres undefined)	?	·
COc1cc(/C=C/C(=O)N2CCc3ccccc3C2)cc(OC)c1OC	?	·
CNC(=O)CSc1nc2ccccc2c(=O)n1CCc1ccccc1	11.3%	10.1
O=C(O)c1cc(-c2ccccc2)n(-c2ccccc2)n1	i	·
CCOC(=O)N1CCC(N2C(=O)c3ccccc3C2Nc2ccc(S(=O)(=O)N(CC)CC)cc2)CC1 (centres undefined)	-3.2%	1.9
O=C(COc1ccc2ccc(=O)oc2c1)NCCCN1CCCC1=O	?	·
Cc1c(C#N)c2ccccc2n1CC(=O)N1CCc2ccccc2C1	i	·
O=C(CCN1C(=O)/C(=C\c2cccs2)SC1=S)Nc1nccs1	-1.7%	-0.1
O=c1[nH]c(SCc2cccc(F)c2)nc2c1CCCC2	?	·
Cc1ccsc1C(=O)OCC(=O)NCCC1=CCCCC1	-2.4%	-0.1
Cc1ccc2cc(C#N)c(NCCNC(=O)C3CCC3)nc2c1C	?	·
O=S(=O)(c1ccccc1)c1cnn2c(C(F)(F)F)cc(-c3ccccc3)nc12	15.2%	12.2
CCC(C)NC(=O)CSc1ccc(Cl)cc1 (centres undefined)	?	·
COc1cc(CN2CCCC(C(=O)Nc3ccccc3Oc3cccnc3)C2)ccc1F (centres undefined)	i	-5.5
COc1cc(CN2CCN(Cc3ccc(C(F)(F)F)cc3)CC2)cc(OC)c1OC	?	·
CSc1ccccc1C(=O)N1CCN(c2ncccn2)CC1	?	·
Oc1ccc(Cl)cc1CNc1cnc2ccccc2c1	i	-28.6
Cc1c(C(=O)C(=O)NCc2ccco2)c2ccccc2n1C	-12.9%	3.7

Profiles, looked up by structure. Order of values: S3 lipid droplet | S3 lipid droplet cell count max
`Cc1ccsc1C(=O)OCC(=O)NCCC1=CCCCC1` reads -2.4% | -0.1
`COc1cc(CN2CCN(Cc3ccc(C(F)(F)F)cc3)CC2)cc(OC)c1OC` reads ? | ·
`O=C(O)c1cc(-c2ccccc2)n(-c2ccccc2)n1` reads i | ·
`Cc1ccc2cc(C#N)c(NCCNC(=O)C3CCC3)nc2c1C` reads ? | ·

The results go on:
SMILES	S3 lipid droplet	S3 lipid droplet cell count max
Cc1ccc(OCC(=O)N/N=C/c2cccnc2)cc1	?	·
COc1ccc(-c2nn(-c3ccccc3)cc2/C=C\C(=O)Nc2ccc(C(=O)O)cc2)cc1	?	·
Cc1ccc(C)c(C(=O)COC(=O)CNS(=O)(=O)c2ccccc2)c1	?	·
CC(C)(CN1CCCCC1)NS(=O)(=O)c1ccc(Cl)cc1	?	·
FC(F)(F)c1ccc(/C=N/NC(=S)NC2CCCCC2)cc1	?	·
Cc1ccc(Cl)cc1N(CC(=O)Nc1cccc(N(C)S(C)(=O)=O)c1)S(C)(=O)=O	14.6µM*	-15.4*
Cc1c(Br)c(O)c(Br)c2sc(=O)oc12	?	·
CC(=O)Nc1ccc(S(=O)(=O)Nc2ccc(Nc3ccccc3)cc2)cc1	15.1%	16.4
COc1cccc(C(=O)NCc2ccc3c(c2)OCO3)c1OC	?	·
CCc1nnc(SCC(=O)N2CCCC(N3CCN(c4ccccc4C)CC3)C2)o1 (centres undefined)	6.8%	14.4
COc1ccc2c(c1)NC(c1cc(Cl)cc(Cl)c1O)c1cccn1-2 (centres undefined)	1.9%	12.8
Cc1nn(CCC(=O)NCCc2ccccc2Cl)c(=O)c2nn(-c3ccccc3)c(C)c12	i	·
C=CCN1C(=O)c2ccc(C(=O)N(C)CC(=O)Nc3ccccc3C(F)(F)F)cc2C1=O	?	·
O=C(CN(C(=O)CNS(=O)(=O)c1ccccc1)c1ccc2c(c1)OCCO2)NC1CCCCC1	13.7%	-3.0
Cc1nn(-c2ccccc2)c(Oc2ccccc2)c1C=O	15.3%	14.3

Sorted by formula weight (ascending): some entries from above
SMILES	S3 lipid droplet	S3 lipid droplet cell count max
O=C(O)c1cc(-c2ccccc2)n(-c2ccccc2)n1	i	·
CCC(C)(C)NC(=O)C(c1ccccc1)N(C(=O)c1csnn1)C1CC1 (centres undefined)	-5.2%	0.3
COc1cc(CN2CCCC(C(=O)Nc3ccccc3Oc3cccnc3)C2)ccc1F (centres undefined)	i	-5.5

(cont.)
SMILES	S3 lipid droplet	S3 lipid droplet cell count max
O=C(Nc1cccnc1)c1ccc(-c2cc(Cl)ccc2Cl)o1	?	·
Nn1c(N2CCCCC2)nc2ccccc21	?	·
CCCc1nnc(SCC(=O)N2C(C)CCCC2C)n1CC1CCCO1 (centres undefined)	3.4%	5.1
Cc1cccc(Cl)c1OCCCn1ccnc1	1.8%	-18.9
Cn1c(CSCc2ccc(Cl)c(Cl)c2)n[nH]c1=S	?	·
COC(=O)Nc1ccc(S(=O)(=O)N2CCCc3cccc(O)c32)cc1	-5.4%	-0.6
CCOC(=O)Cn1c(=NC(=O)CSC(C)=O)sc2ccccc21	?	·
CC1(C)CC(=O)C=C(NCC2CCCO2)C1 (centres undefined)	-1.6%	-1.4
Cc1ccc(Cn2nnc3c(=O)[nH]c(C4CCN(S(=O)(=O)c5ccccc5)CC4)nc32)cc1	-14.5%	·
O=S(=O)(Nc1ccc(Cl)cn1)c1ccc(F)cc1	3.5%	·
Cc1ccccc1Cn1c(C(=O)OC(C)C)cc2c1ccn2C	?	·
ON/C=N/C(=S)Nc1ncc(C(F)(F)F)cc1Cl	?	·
Cc1ccc2c(c1)[nH]c1c(=O)n(Cc3ccco3)cnc12	?	·
O=C1C2C3C=CC(C3)C2C(=O)N1CNc1ccccn1 (centres undefined)	?	·
Cc1nnc2c3ccccc3c(Cl)nn12	5.6%[9.22 µM]	9.6

Brought forward from above: three compounds, followed by the next part.
SMILES	S3 lipid droplet	S3 lipid droplet cell count max
Cc1ccc2c(c1)[nH]c1c(=O)n(Cc3ccco3)cnc12	?	·
O=C1C2C3C=CC(C3)C2C(=O)N1CNc1ccccn1 (centres undefined)	?	·
Cc1nnc2c3ccccc3c(Cl)nn12	5.6%[9.22 µM]	9.6
O=C(O)CNS(=O)(=O)c1ccc2c3c(cccc13)C(=O)N2	?	·
Cc1cc(NC(=O)Nc2cc(Cl)ccc2C)no1	1.4%	-16.1
CN(CC(=O)Nc1ccc(Cl)c(C(F)(F)F)c1)C(=O)c1cn2ccccc2n1	?	·
COc1ccc(CC(O)COS(N)(=O)=O)cc1 (centres undefined)	?	·
COc1ccc(N2C(=O)C3CCCN3C2c2cccs2)cc1 (centres undefined)	8.2µM*	·
COc1ccc(C(=O)NNC(=S)NC(=O)c2cc(-c3ccccc3)nc3ccccc23)cc1	1.7%	-14.4
COC(=O)c1c(NC(=O)c2cccnc2)sc(C)c1C	?	·
Cc1nc2c(C(=O)N3CCOCC3)cnn2c(C)c1Cc1ccc(Cl)cc1	-11.2%	-21.6
CCN(CC(=O)Nc1ccc(NC(C)=O)cc1)C(=O)CCCc1c[nH]c2ccccc12	?	·
C=CCn1c(N2CCCC2)nc2c1c(=O)[nH]c(=O)n2C	13.0%	-4.8
CC1CC(C)CN(C(=O)CCn2c(=O)oc3ccccc32)C1 (centres undefined)	-4.5%	-0.4
CCN(CC(=O)Nc1ccccc1C(F)(F)F)C(=O)c1ccccc1SCC(=O)N1CCCC1	?	·
O=C1CSC(=Nc2cccc(C(=O)O)c2)N1	-11.1%	14.4
O=C(Nc1nnc(-c2cccs2)s1)C1CC1	?	·
CC(C)CCN(C)C1CCN(S(=O)(=O)c2cccc(C(F)(F)F)c2)CC1	?	·
O=C(c1ccccc1)N1CCN=C1c1ccccc1	?	·
Cc1cc(F)ccc1S(=O)(=O)N1CCCOC1CNC(=O)C(=O)NCc1ccccn1 (centres undefined)	?	·
C=CCn1c(-c2ccc(OC)cc2)nc2nc3ccccc3nc21	?	·
COc1ccc(S(=O)(=O)N2CCN(Cc3cc(OC)c(O)c(OC)c3)CC2)cc1	i	-20.7
CCOC(=O)C1CN(S(=O)(=O)c2cccs2)c2ccc(CC(=O)OC)cc2O1 (centres undefined)	?	·
CCOC(=O)CSc1nnc(CNC(=O)c2ccc(OC)cc2)n1-c1ccc(OC)cc1	-8.6%	0.6
COc1ccc([N+](=O)[O-])cc1/C=N/NC(=O)CNC(=O)c1cccc(F)c1	24.4%	18.4
CCOC(=O)c1ccc(NC(=O)CCC(CC)C(=O)O)cc1 (centres undefined)	i	22.8
COc1ccccc1-c1c(C)nn2c(N3CCCCCC3)cc(C)nc12	?	·
O=c1oc(-c2ccccc2F)nc2c1cnn2-c1ccccc1	?	·
Cc1onc(-c2c(F)cccc2Cl)c1C(=O)N1CCc2ccccc21	?	·
COc1ccccc1Cc1nc(-c2cccnc2)no1	17.4%	-0.9
CSc1ccccc1C(=O)C1CCCN(S(=O)(=O)c2c(C)noc2C)C1 (centres undefined)	13.7%	2.9
CC(=O)Nc1ccc(S(=O)(=O)Nc2ccc(S(=O)(=O)N3CCCCCC3)cc2)cc1	?	·
CCc1ccc(NC(=O)Cn2c(=O)oc3cc(S(=O)(=O)N4CCOCC4)ccc32)cc1	1.2%	-1.1
COc1cc(/C=C2/S/C(=N/S(=O)(=O)c3ccccc3)NC2=O)c([N+](=O)[O-])cc1OC	i	·
OCC[C@@H]1C[C@H](O)[C@@H](O)[C@@]2(Cc3ccccc3O2)O1	?	·

High-throughput results deposited in PubChem by National Center for Advancing Translational Sciences (NCATS).

These rows are one share of the data (hit frequency here may not be typical).
